NCI-60 one-dose screen, 48 h, at 10 µM unless noted. Numbers give growth in % (100 = growth as untreated, 0 = no growth, -100 = all killed).
SK-MEL-5 = SK-MEL-5 melanoma; 6.4% of 80,000 active; AID 1794755
SK-MEL-2 = SK-MEL-2 melanoma; 4.7% of 77,000 active
UACC-257 = UACC-257 melanoma; 4.4% of 78,000 active; AID 1794764
LOX IMVI = LOX IMVI melanoma. 7.4% of 79,000 active. AID 1794757
MALME-3M = MALME-3M melanoma; 5.8% of 78,000 active; AID 1794766
T-47D = T-47D breast cancer; AID 1794792; 5% of 79,000 active
SK-MEL-28 = SK-MEL-28 melanoma; 4.1% of 81,000 active
HS 578T = HS 578T breast cancer; 4.1% of 78,000 active; AID 1794788
* = called active by the depositor; . = not tested or not shown; [ ] = dose if it differs, or a comment. How the source made its calls: active means growth percent below 10; inactive means the rest.

The opening 12 records, to show the layout:
Results follow in this order: SK-MEL-5, SK-MEL-2, UACC-257, LOX IMVI, MALME-3M, T-47D, SK-MEL-28, HS 578T
COc1ccc(C(=O)CSc2nnc(-c3cc(-c4ccccc4)nc4ccccc34)o2)cc1
→ 105, 129, 105, 101, 97, 108, 109, .
COc1nccc2c(-c3ccc(Cl)cc3)nc(N)nc12
→ 108, 99, 104, ., 112, 84, 110, 123
CC/C(=C(\c1ccc(O)cc1)c1ccc(OCCN(C)CCN(C)C(=O)CCCCCCCCC(=O)c2c(C)[nH]c(/C=C3\N=C(c4ccc[nH]4)C=C3OC)c2C)cc1)c1ccccc1
→ 79, ., 94, 61, 106, 55, 94, 93
COc1ccc(CC(=O)Cc2ccc(OC)c(OC)c2)cc1OC
→ 102, 117, 108, 91, 112, 106, 109, 100
C/C(=C\CCc1ccsc1)CC/C=C(\C)CCCN1CCOCC1
→ 83, 95, 95, ., 101, 78, 98, 93
COc1ccc(Cn2cc3c(c2-c2cc(OC)c(OC)c(OC)c2)CCCc2cnoc2-3)cc1N
→ 23, 55, 90, 45, 55, 52, 66, 13
COC(=O)/C=C/c1cc(OC(C)=O)c2c(c1)C(C(=O)OC)C(c1ccc(OC(C)=O)c(OC(C)=O)c1)O2 (stereo not given)
→ -19*, 25, 45, 14, 66, 49, 51, 41
CN(C)CCC1c2ccc(Cl)cc2CCc2cccnc21 (stereo not given) (tested in a mixture with another compound)
→ 100, 112, 111, 90, ., 87, 104, 83
CCCCCCC1(C(OC)OC)NC(=O)NC1=O (stereo not given)
→ 104, 116, ., 100, 112, 86, 101, 116
Cc1cccc(NC(=O)Cn2cc(CN3CCN(c4ccnc5cc(Cl)ccc45)CC3)nn2)c1
→ 69, 108, 105, 82, 92, 84, 102, 85
O=C(CSc1nnc(-c2cc(-c3ccccc3)nc3ccccc23)o1)c1ccccc1
→ 103, 91, 97, 100, 111, 95, 103, 109
CSC1=NC(c2cccc(Cl)c2)C(C(C)=O)=C(C)N1 (stereo not given)
→ 101, 109, 96, 101, 104, 110, 104, 107

The listing, repeating the preview:
Results follow in this order: SK-MEL-5, SK-MEL-2, UACC-257, LOX IMVI, MALME-3M, T-47D, SK-MEL-28, HS 578T
COc1ccc(C(=O)CSc2nnc(-c3cc(-c4ccccc4)nc4ccccc34)o2)cc1
→ 105, 129, 105, 101, 97, 108, 109, .
COc1nccc2c(-c3ccc(Cl)cc3)nc(N)nc12
→ 108, 99, 104, ., 112, 84, 110, 123
CC/C(=C(\c1ccc(O)cc1)c1ccc(OCCN(C)CCN(C)C(=O)CCCCCCCCC(=O)c2c(C)[nH]c(/C=C3\N=C(c4ccc[nH]4)C=C3OC)c2C)cc1)c1ccccc1
→ 79, ., 94, 61, 106, 55, 94, 93
COc1ccc(CC(=O)Cc2ccc(OC)c(OC)c2)cc1OC
→ 102, 117, 108, 91, 112, 106, 109, 100
C/C(=C\CCc1ccsc1)CC/C=C(\C)CCCN1CCOCC1
→ 83, 95, 95, ., 101, 78, 98, 93
COc1ccc(Cn2cc3c(c2-c2cc(OC)c(OC)c(OC)c2)CCCc2cnoc2-3)cc1N
→ 23, 55, 90, 45, 55, 52, 66, 13
COC(=O)/C=C/c1cc(OC(C)=O)c2c(c1)C(C(=O)OC)C(c1ccc(OC(C)=O)c(OC(C)=O)c1)O2 (stereo not given)
→ -19*, 25, 45, 14, 66, 49, 51, 41
CN(C)CCC1c2ccc(Cl)cc2CCc2cccnc21 (stereo not given) (tested in a mixture with another compound)
→ 100, 112, 111, 90, ., 87, 104, 83
CCCCCCC1(C(OC)OC)NC(=O)NC1=O (stereo not given)
→ 104, 116, ., 100, 112, 86, 101, 116
Cc1cccc(NC(=O)Cn2cc(CN3CCN(c4ccnc5cc(Cl)ccc45)CC3)nn2)c1
→ 69, 108, 105, 82, 92, 84, 102, 85
O=C(CSc1nnc(-c2cc(-c3ccccc3)nc3ccccc23)o1)c1ccccc1
→ 103, 91, 97, 100, 111, 95, 103, 109
CSC1=NC(c2cccc(Cl)c2)C(C(C)=O)=C(C)N1 (stereo not given)
→ 101, 109, 96, 101, 104, 110, 104, 107
CN1C(=O)[C@@]2(C)Nc3ccccc3CN2C1=S
→ 105, 113, 100, 92, 99, 109, 107, 94
CCCC(=O)NC(c1cccc(N(C)C)c1)c1cc(C)c2cccnc2c1O (stereo not given)
→ 63, 90, 91, ., 80, 57, 77, 71
COc1cc(F)c(/C=C/c2cc(/C=C/c3cc(OC)c(OC)cc3F)n(-c3cc(F)cc(F)c3)n2)cc1OC
→ 24, 59, 24, 19, -6.1*, 64, -28*, 38
O=c1[nH]cc(CCc2ccccc2)c(=O)[nH]1
→ 99, 104, 99, 99, 110, 98, 102, 107
CS(=O)(=O)Nc1cccc(-n2c(/C=C/c3ccccc3)nc3ccccc32)c1
→ 63, 84, 69, 80, 90, 52, 92, 80
NC(CC(N)C(=O)O)C(=O)O (stereo not given)
→ 85, 99, 95, 99, 104, 93, 90, .
CC(C)N(Sc1nc2ccccc2s1)Sc1nc2ccccc2s1
→ 95, 98, 107, 89, 76, 82, 100, 81
O=C1NCCN1/N=C/c1c(Cl)nc2n1CCS2
→ 132, 70, 105, 101, 92, 119, 107, 139
O=C1Nc2ccc([N+](=O)[O-])cc2/C1=N/c1n[nH]c(=S)s1
→ 104, 111, 103, 98, 112, 99, 112, 95
CCCOc1ccc2c(c1)CC[C@@H]1[C@@H]2CC[C@@]2(C)[C@H]1CC[C@]2(C)O
→ 93, ., 74, 65, ., 83, 85, 85
O=C(/C=C/c1ccc(Cl)c(Cl)c1)c1ccc(Cl)c(Cl)c1
→ ., 97, 100, 107, 98, 93, 103, 104
COc1ccc2[nH]c(=O)c(CNc3ccc(Nc4nccc(-c5ccc6ccccc6c5)n4)cc3)cc2c1
→ 96, 96, 112, 100, 93, 77, 111, 101
O=C(Cn1c(-c2ccc([N+](=O)[O-])cc2)nc2ccccc21)NNC(=O)c1cccnc1
→ 84, 103, 87, 65, 105, 71, 108, 101
COc1cc(/C=C2/C(=O)NC(SCC(=O)N3CCN(c4cc5c(cc4F)c(=O)c(C(=O)O)cn5C4CC4)CC3)=NC2N)ccc1O (stereo not given)
→ 105, 117, 106, 103, 110, 105, 105, 104
O=C(c1ccccc1)N(C(=O)c1ccccc1)c1ccccc1
→ 95, 104, 103, 100, 104, 98, 101, 91
COc1nc(OC)nc(-c2cnc3cc(OC)c(OC)cc3c2)n1
→ 100, 113, 108, 102, 102, 92, 113, 103
C=CCC1C(=O)NN=C1C (stereo not given)
→ 106, 104, 89, 101, 99, 84, 106, 117
COc1cc2nc(SCc3cc(OC)c(OC)c(OC)c3)n(-c3ccc(C)cc3)c(=O)c2cc1OC
→ ., ., ., 92, 91, 97, 92, 77
COc1ccc(Cc2nnc3sc(SC)nn23)cc1
→ 102, 85, 91, 98, 104, ., 127, 106
COc1cc2c3c(c4c5cccnc5n(C)c4c2c(OC)c1OC)C(=O)NC3=O
→ 89, 116, 105, 91, 112, 86, 108, 95
COc1ccc(-c2nnc(Cn3c(Cc4cccc5ccccc45)nc4ccccc43)o2)cc1
→ 62, 81, 80, 64, 69, 57, 98, 97
O=C(CC(c1ccccc1)c1cccc2ccccc12)c1ccc(Br)cc1 (stereo not given)
→ 93, 96, 93, 86, 98, 82, 96, 99
COc1cc([C@@H]2c3cc4c(cc3C(Br)[C@H]3COC(=O)[C@H]23)OCO4)cc(OC)c1OC (stereo not given in full)
→ -65*, 7.9*, 16, 24, 31, 31, ., .
S=c1[nH]cnc2sc(Nc3ccccc3)nc12
→ 96, 49, 100, 92, 129, 102, 104, 104
CC(=O)Nc1cc2c(cc1[N+](=O)[O-])-c1ccccc1/C2=N\O
→ 101, 107, 110, 103, 95, 72, 112, 106
O=C(Nc1nc(-c2ccccc2Cl)cs1)c1cc(-c2ccccc2)nc2ccc(Cl)cc12
→ 44, 70, 85, 22, 64, 74, 71, 76
CC1CCCC2C1NC(=O)[C@]21N2CCC[C@@H]2[C@@H](C(=O)C2CCCCC2)[C@]12C(=O)NC1CCCCC12 (stereo not given in full)
→ 92[20 µM], 95[20 µM], 101[20 µM], 91[20 µM], 100[20 µM], 68[20 µM], 115[20 µM], 84[20 µM]
O=c1cc(-c2nccc3c2[nH]c2ccccc23)c2cc(Cl)ccc2o1
→ 32, 30, 35, 50, 50, 59, 65, 37
CCOC(=O)C(CC)C(C)O (stereo not given)
→ 106, 102, 87, 98, 101, 103, 107, 106
COc1ccc(P(c2ccc(OC)cc2)c2ccc(OC)cc2)cc1
→ 96, 108, 108, 90, 119, 84, 109, 105
O=C(N/N=C/c1ccc(O)cc1)c1cc(-c2nc3ccccc3[nH]2)nc2ccccc12
→ 94, 93, 102, 99, 115, 88, 94, 120
Cc1oc(-c2ccc(Cl)cc2)cc1C(=O)Nc1ccccc1
→ 100, 104, 104, 101, 108, 92, 96, 98
COC(=O)c1ccc(C(=O)Nc2ccc(-c3cc(=O)c4c(OC)c(OC)c(OC)cc4o3)cc2)cc1
→ 100, 92, 103, 101, 98, 72, 101, 93

The list continues:
Keys: A = SK-MEL-5; B = SK-MEL-2; C = UACC-257; D = LOX IMVI; E = MALME-3M; F = T-47D; G = SK-MEL-28; H = HS 578T
> CC(=O)NS(=O)(=O)c1ccc2sc(C)nc2c1
  A: 112	B: 106	C: 70	D: 97	E: 105	F: 100	G: 115	H: 106

> N#Cc1c(NCc2cccc(Br)c2)sc2c1CCCC2
  A: 101	B: 106	C: 102	D: 84	E: 104	F: 94	G: 111	H: 93

> C/C(=N\NC(=O)CSc1nc(-c2cnccn2)cc(-c2cccs2)c1C#N)c1ccccc1
  A: 88	B: 115	C: 108	D: 63	E: 97	F: 97	G: 101	H: 75

> Cc1ccc(S(=O)(=O)Nc2ccccc2)cc1
  A: 127	B: 113	C: 99	D: 91	E: 95	F: 107	G: 122	H: 101

> COC(=O)c1cc(=O)nc(NNC(C)=O)s1
  A: 103	B: 107	C: .	D: 95	E: 93	F: 106	G: 107	H: 125

> N#CCCc1c[nH]c2ccccc12
  A: 92	B: 88	C: 91	D: 90	E: 99	F: .	G: 106	H: 94

> O=C(O)CSc1nc2ccc(Br)cc2[nH]1
  A: 101	B: 105	C: 92	D: 97	E: 129	F: 93	G: 120	H: 103

> COc1cccc(-c2nc3occn3c2-c2ccnc(NCCNS(=O)(=O)c3cccc4ccccc34)n2)c1
  A: 99	B: 107	C: 104	D: 102	E: 111	F: 87	G: 115	H: 105

> NS(=O)(=O)c1ccc(-n2ncc3c(=S)nc[nH]c32)cc1
  A: 102	B: 103	C: 97	D: 94	E: 121	F: 93	G: 112	H: 104

> CCOC(=O)C1=C(C)Nc2nnc(Nc3ccccc3)n2C1c1ccccc1 (stereo not given)
  A: 90	B: 100	C: 97	D: 59	E: 75	F: 58	G: 90	H: 76

> CCOC(=O)CC1C(COC(=O)NC)OC(n2cnc3c(NC(=O)Nc4ccccc4)ncnc32)C1O[Si](C)(C)C(C)(C)C (stereo not given)
  A: 23	B: 60	C: 59	D: 49	E: 53	F: 29	G: 72	H: 57

> CNC(=O)c1cc(Oc2ccc(NC(=O)c3[nH]c(SC)nc3-c3ccc(F)cc3)cc2)ccn1
  A: 23	B: .	C: 33	D: 58	E: -7.3*	F: 37	G: 22	H: 76

> CN1C(=O)C2(SCC(C(=O)NCC(=O)OC(C)(C)C)N2C(=O)C2CCCCC2)c2ccccc21 (stereo not given)
  A: 98	B: 87	C: 93	D: 95	E: 101	F: 83	G: 103	H: 98

> CC(CN(C)C)C(O)(Cc1ccccc1)c1ccccc1 (stereo not given)
  A: 103	B: 105	C: .	D: 93	E: 81	F: 103	G: 98	H: 95

> COc1ccc2c(c1)c(-c1nn3cc(-c4cccs4)nc3s1)cn2C
  A: 67	B: 91	C: 105	D: 54	E: 72	F: 44	G: 98	H: 45

> O=C(CNc1ncnc2sc3c(c12)CCCC3)N=Nc1c(O)[nH]c2ccccc12
  A: 86	B: 108	C: 110	D: 98	E: 100	F: 88	G: 111	H: 81

> CN(C)N=Nc1ccc2c(cnn2C(=O)Nc2ccc(Cc3ccccc3)cc2)c1
  A: 55	B: 80	C: 69	D: .	E: 126	F: .	G: 92	H: 97

Compound activity: PubChem BioAssay, NCI

Not a hit list. About 11% of those tested had a hit in this group.
